# CRFR2-BP ag: CRF-BP/CRF-R2 complex agonism; HEK293 CRF-R2/CRF-BP, calcium dye fluorescence (FLIPR); percent of saturating CRF peptide response; activation, % at 13.2 µM; 350,000 compounds, 0.46% hits;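 active = activation of at least 50%, plus an integration ratio under a set limit after plate pattern correction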;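 note: plate controls were neutral control wells without compound for no effect and CRF at EC100 for full effect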
# CHRM5 agonist: agonists of human muscarinic M5 receptor (CHRM5). 360,000 compounds, 0.19% hits. AID 624037. CHO-K1 hM5 cells, Fluo-8 calcium fluorescence; 0% DMSO wells, 100% maximal acetylcholine response. activation, % at 3 µM;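 active = activation above the run's mean over test compounds plus 3 SD, cut at about 23% in these data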;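 note: signal is peak over basal fluorescence ratio across the kinetic read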
# CRFR2-BP antag: antagonists of CRF-binding protein/CRF-R2 receptor complex. inhibition, % at 11.8 µM. 350,000 compounds, 0.59% hits. HEK293 CRF-R2/CRF-BP, CRF-induced calcium fluorescence;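 active = inhibition of the ligand-induced calcium signal above about 50% at the single tested concentration, limit read from the data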
# M4 ag: agonists of human muscarinic M4 receptor (CHRM4); CHO-K1 hM4/Gqi5, Fluo-8 calcium fluorescence; vehicle 0%, full acetylcholine response 100%; 360,000 compounds, 0.14% hits; AID 624127; P08173; activation, % at 3 µM;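 active = activation above the run mean over all test wells plus 3 SD, cut at about 32% in these data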;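 note: peak over basal fluorescence ratio per well then scaled between controls; 0% = DMSO wells and 100% = acetylcholine at EC100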
# Target sequence (P08173 whole entry, looked up): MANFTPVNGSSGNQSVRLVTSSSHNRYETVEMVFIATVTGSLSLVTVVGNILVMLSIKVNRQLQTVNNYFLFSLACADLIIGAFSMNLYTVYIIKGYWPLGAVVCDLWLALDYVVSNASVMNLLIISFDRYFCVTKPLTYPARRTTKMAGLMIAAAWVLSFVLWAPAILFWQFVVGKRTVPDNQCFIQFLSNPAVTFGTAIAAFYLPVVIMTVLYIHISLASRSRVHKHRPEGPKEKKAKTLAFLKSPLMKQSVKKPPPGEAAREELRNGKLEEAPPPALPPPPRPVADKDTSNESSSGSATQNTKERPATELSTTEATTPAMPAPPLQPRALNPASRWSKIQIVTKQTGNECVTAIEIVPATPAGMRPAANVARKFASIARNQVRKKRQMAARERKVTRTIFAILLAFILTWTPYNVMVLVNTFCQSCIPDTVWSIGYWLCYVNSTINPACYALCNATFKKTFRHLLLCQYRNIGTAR
# CHRM1 PAM: potentiates human M1 receptor response to acetylcholine; P11229; AID 588819; activation, % at 3 µM; 360,000 compounds, 0.088% hits; CHO-K1 hM1, Fluo-8 calcium fluorescence, ACh EC20; 0% = ACh EC20, 100% = maximal ACh; in the data active = activation above about 19%, passing the limit was not always enough
# Target sequence (P11229 whole entry, looked up): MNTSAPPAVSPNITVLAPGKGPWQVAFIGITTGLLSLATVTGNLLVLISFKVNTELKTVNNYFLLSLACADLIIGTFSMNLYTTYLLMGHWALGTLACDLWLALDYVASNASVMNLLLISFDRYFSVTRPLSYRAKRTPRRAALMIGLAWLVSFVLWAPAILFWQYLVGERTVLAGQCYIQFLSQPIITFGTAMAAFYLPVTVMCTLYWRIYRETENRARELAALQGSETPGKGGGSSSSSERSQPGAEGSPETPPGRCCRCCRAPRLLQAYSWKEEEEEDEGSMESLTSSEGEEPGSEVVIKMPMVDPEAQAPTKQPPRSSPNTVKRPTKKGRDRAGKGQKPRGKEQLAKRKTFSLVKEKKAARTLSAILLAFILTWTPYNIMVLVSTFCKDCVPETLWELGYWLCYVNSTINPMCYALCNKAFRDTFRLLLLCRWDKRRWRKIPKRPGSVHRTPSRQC
# M5 PAM: potentiates acetylcholine response at human M5 receptor | 360,000 compounds, 0.3% hits | activation, % at 3 µM | CHO-K1 hM5, Fluo-8 calcium, ACh EC20 PAM; 0% = ACh EC20, 100% = ACh EC100;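 active = activation above the run cutoff, the mean activation of all test compounds plus 3 SD, cut at about 18% in these data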
#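 System: CHO-K1 cell line with stable human muscarinic M5 receptor expression | Also added: EC20 acetylcholine as agonist stimulus | Compound: One concentration, 3 µM final (nominal) | Timing: Fluo-8 loading 80 min at 37 °C plus 30 min room temperature | Measured by: Fluo-8 calcium dye fluorescence, kinetic read | Read-out basis: % activation, ACh-normalized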
# M5 antag: blocks acetylcholine activation of human M5 receptor | P08912 | CHO-hM5 cells, Fluo-8 calcium fluorescence, ACh EC80 | inhibition, % at 3 µM | 360,000 compounds, 0.59% hits | AID 624040;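 active = inhibition above a per-plate cutoff, the mean of that plate's test compounds plus 3 SD, cut at about 27% in these data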;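 note: 0% = acetylcholine EC80 with DMSO and 100% = DMSO without agonist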
# M4 PAM: CHRM4 positive allosteric modulation. P08173. 360,000 compounds, 0.4% hits. activation, % at 3 µM. CHO-K1 hM4/Gqi5, Fluo-8 calcium fluorescence, ACh EC20; 0% = ACh EC20, 100% = maximal ACh. AID 624126;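 active = activation above its plate's cutoff, the mean activation of sample wells plus 3 SD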; note: some results filed as inactive read as strong as hits
# M4 antag: blocks acetylcholine activation of human M4 receptor. CHO-hM4 cells, ACh EC80, Fluo-8 calcium fluorescence. 360,000 compounds, 0.73% hits. P08173. AID 624125. inhibition, % at 3 µM;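 active = inhibition above its plate's cutoff, the mean inhibition of sample wells plus 3 SD, cut at about 27% in these data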;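 note: 0% = acetylcholine EC80 with DMSO and 100% = DMSO without agonist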
# Numbers without * were called inactive; nt = not tested or not shown.
SMILES,CRFR2-BP ag,CHRM5 agonist,CRFR2-BP antag,M4 ag,CHRM1 PAM,M5 PAM,M5 antag,M4 PAM,M4 antag
COc1cc2c(cc1OC)CN(CC(=O)Nc1ccc3c(c1)OCO3)CC2,0.4,-2,13,0,-10,1,9,-5,8
O=C(C1CCCCC1)N1C[C@H](n2cc(-c3ccc(F)cc3)nn2)[C@@H](O)C[C@@H]1c1ccc(Cl)cc1,0.6,0,-1,5,7,-4,1,0,4
COc1ccc(N2CCN(C(=O)c3cc4c(-c5cccc(OC)c5)nn(C)c4s3)CC2)cc1,-0.6,-4,2,3,4,-12,8,-6,2
O=C(CC1C(=O)NCCN1Cc1cccc(Oc2ccccc2)c1)NCCc1ccncc1 (stereo not drawn),0.5,-4,4,2,6,-4,8,1,-6
Cc1oc(-c2cccs2)nc1CN1CCN(C2CCCC2)C(CCO)C1 (stereo not drawn),-1.5,-3,-15,0,-1,-2,14,-14,4
OCC1(Cc2cccc(Cl)c2)CCCN(Cc2ccc3cc(F)ccc3n2)C1 (stereo not drawn),1.5,-6,-22,1,-6,-1,1,-10,-4
CCOC(=O)c1ccc(C(=O)OCC)c(NC(=S)Nc2ccc([N+](=O)[O-])cc2OC)c1,-2.7,-1,-22,2,7,-1,3,1,-1
CC(=O)Nc1ccc(Nc2nc3ccccc3nc2NS(=O)(=O)c2ccc(Cl)c([N+](=O)[O-])c2)cc1,-3.5,1,65*,-1,-7,-4,8,-6,7
Cc1cc(NC(=O)CSc2nnc(CNC(=O)c3ccc(C(C)(C)C)cc3)o2)no1,-0.5,-3,1,1,4,-4,1,-4,-4
CCN1C(=O)[C@H]2[C@@H](c3ccc(SC4CCCCC4)cc3)N[C@@](CC(C)C)(C(=O)OC)[C@H]2C1=O,0.2,2,-9,0,15,5,7,10,-1
CCOc1cc(NS(=O)(=O)c2ccc(NC(C)=O)cc2)c(OCC)cc1NC(=O)c1cccs1,-1.3,-2,5,1,2,3,2,5,-10
NS(=O)(=O)c1ccc(CCNC(=O)Nc2ccc(Cl)c(Cl)c2)cc1,-1.6,-3,-17,6,8,-10,4,8,7
Nc1cc(S(=O)(=O)N2CCOCC2)ccc1N1CCOCC1,-0.5,6,4,1,5,-5,5,-4,2
O=C(O)CCCN1C(=O)/C(=C/c2cn(-c3ccccc3)nc2-c2cccs2)SC1=S,42,0,-35,1,1,-5,8,-5,3
Cc1ccc(C2CC(=O)C=C(O)C2)cc1 (stereo not drawn),-0.4,1,24,11,-8,-14,8,-12,7
CCN(CCn1cccn1)C(=O)c1cccc(OC2CCN(S(C)(=O)=O)CC2)c1,0.4,0,-2,0,7,-3,1,-1,-2
Oc1cc2c(cc1O)[C@@H](c1ccccc1)CNCC2,0.8,-1,-39,0,7,7,-8,2,-8
COc1ccc(S(=O)(=O)NCc2ccccn2)cc1NC(=O)c1ccccc1C,-1.3,-3,0,2,17,0,1,6,-8
CCOc1ccccc1N(CC(=O)N(C)Cc1ccccc1)S(=O)(=O)c1ccccc1,0.3,2,-5,2,0,0,4,-5,-8
COC(=O)c1ccc(/C=N/OCC(=O)NC2CCCC(C)C2C)cc1 (stereo not drawn),1.5,-4,4,15,-13,-49,11,-9,10
COC(=O)c1sccc1NC(=O)c1sccc1C,-0.6,0,3,0,2,5,-3,5,1
COc1ccc(-c2csc(Nc3cccnc3)n2)cc1,-3.2,-5,2,2,7,-4,0,1,0
CN(CC(=O)NCCc1ccc(F)cc1)Cc1cccs1,-7.8,-3,-8,1,13,7,-4,-1,-10
Cc1cc(Cc2cc(C)c(N)cc2C)c(C)cc1N,3.6,1,-10,0,2,0,10,-2,-1
CC(C)Oc1cccc(C(=O)Nc2nnc([C@@H]3C[C@H](O)[C@@H](CO)O3)s2)c1,nt,0,nt,1,3,0,1,9,-12

# Arranged by the number under CRFR2-BP ag (descending): 3 of the compounds above
Compound,CRFR2-BP ag
Oc1cc2c(cc1O)[C@@H](c1ccccc1)CNCC2,0.8
COc1ccc(S(=O)(=O)NCc2ccccn2)cc1NC(=O)c1ccccc1C,-1.3
CN(CC(=O)NCCc1ccc(F)cc1)Cc1cccs1,-7.8

# Just M4 PAM and CHRM5 agonist (5 entries from above):
smiles	M4 PAM	CHRM5 agonist
Oc1cc2c(cc1O)[C@@H](c1ccccc1)CNCC2	2	-1
NS(=O)(=O)c1ccc(CCNC(=O)Nc2ccc(Cl)c(Cl)c2)cc1	8	-3
COc1ccc(N2CCN(C(=O)c3cc4c(-c5cccc(OC)c5)nn(C)c4s3)CC2)cc1	-6	-4
CN(CC(=O)NCCc1ccc(F)cc1)Cc1cccs1	-1	-3
OCC1(Cc2cccc(Cl)c2)CCCN(Cc2ccc3cc(F)ccc3n2)C1 (stereo not drawn)	-10	-6

# (further entries)
SMILES,CRFR2-BP ag,CHRM5 agonist,CRFR2-BP antag,M4 ag,CHRM1 PAM,M5 PAM,M5 antag,M4 PAM,M4 antag
CCCOc1ccc(/C=N/O)cc1,1.1,-3,14,1,-8,7,-6,0,4
Cc1cccc(C(=O)O/N=C/c2c(Cl)n(C)c3ccccc23)c1,5.8,-3,-7,-1,-4,0,-1,0,6
CCOC(=O)C1=CCN(S(=O)(=O)c2ccccc2Cl)C1c1cccc(F)c1 (stereo not drawn),nt,-5,nt,4,-10,-8,5,-8,-9
NS(=O)(=O)c1ccc(CCNC(=S)Nc2ccc(S(N)(=O)=O)cc2)cc1,-2.6,-2,15,1,-2,9,3,3,10
Cc1ccc(-c2nnc(SCc3ccccc3F)o2)cc1,-1.3,0,-1,-2,0,3,0,-5,-3
CC(=O)NC(c1cccs1)c1cc([N+](=O)[O-])c2cccnc2c1O (stereo not drawn),0.6,0,-12,0,15,5,-4,3,1
O=C1/C(=C/c2cccnc2)Cc2ccc(Cl)cc21,0.6,4,-7,2,-5,-6,-3,12,10
Cc1ccc(NC2CCCCC2NS(=O)(=O)c2ccc(Cl)cc2)cc1 (stereo not drawn),0.1,-4,-37,0,2,7,-15,13,-16
Cc1cccc(N2CCN(C(=O)C(C)n3nc(C)n4c(cc5occc54)c3=O)CC2)c1C (stereo not drawn),-2.4,-3,11,0,7,-3,2,5,-1
Cc1cc(NC(=O)CCCN2C(=O)/C(=C\c3cccs3)SC2=S)no1,-0.3,-3,1,2,7,-3,2,3,-11
COC(=O)C1CCN(C(=O)c2cc(=O)[nH]c3ccccc23)CC1,-1.3,0,-18,0,-8,2,5,-8,10
CC(NC(=O)COC(=O)c1ccc(CO)cc1)C1CC2CCC1C2 (stereo not drawn),-0.3,4,-2,2,-4,-10,9,-5,0
COc1cc(/C=C2\SC(c3ccc(C)cc3)=NC2=O)cc(OC)c1O,0.0,1,-11,1,10,1,-2,23,3
Cc1ccc(NCc2ccc(Cl)nc2)c(NCc2ccc(Cl)nc2)c1,1.6,-2,-8,2,6,-3,-6,0,-3
O=C(c1cc(-c2ccc(F)cc2)nc2ccccc12)N1CCN(C2CCS(=O)(=O)C2)CC1 (stereo not drawn),0.6,5,-3,16,-1,-4,5,-9,3
COc1ccc(C(=O)NNC(=O)C(Cc2ccc(O)cc2)NC(=O)c2ccccc2NC(=O)c2ccc(OC)cc2)cc1 (stereo not drawn),-1.9,0,28,-1,0,0,-1,9,5
Clc1ccc(-c2noc(CN3CCCC3)n2)cc1,-2.1,-3,6,1,-3,0,2,3,4
COc1cc2sc(-c3ccccc3OC)c(-c3ccc(OCCN4CCCCC4)cc3)c2cc1OC,-1.0,2,-14,12,7,-8,14,-1,25
Cc1ccc(S(=O)(=O)NCC2COc3ccccc3O2)cc1 (stereo not drawn),-0.1,-2,12,-1,8,1,1,10,-2
O=C(NNC(=O)c1ccc2ncccc2c1)c1ccc(Cl)cc1,-0.1,4,7,1,4,0,-1,0,-14
O=C1NC[C@@H](CCCCN2C[C@H](Cc3ccc(O)cc3)N(CCC3CCCCC3)C(=O)C2=O)N(CC2CCCCC2)C1=O,nt,0,nt,2,nt,-1,-4,12,-24
C#CCOCCOCCOCCNc1nc(N2CCN(C(=O)CCCCCCCCCCNC(=O)Cn3cc(CCCCCN)nn3)CC2)nc(N2CCN(C(=O)CCCCCCCCCCNC(=O)[C@@H](CCSC)n3cc(CCO)nn3)CC2)n1,12,1,-18,5,1,-4,10,1,10
COc1ccc(C(C)C)cc1-c1ccc2nncn2c1,nt,-2,nt,0,5,-1,-1,5,-11
NC(c1ccccc1)c1cccs1 (stereo not drawn),nt,-2,nt,1,9,-4,7,4,-5
O=Cc1cn(CCC(=O)O)nc1-c1cccc(Cl)c1,0.3,-4,-1,1,8,-7,-1,8,1
SMILES,CRFR2-BP ag,CHRM5 agonist,CRFR2-BP antag,M4 ag,CHRM1 PAM,M5 PAM,M5 antag,M4 PAM,M4 antag
CCC(=O)N1C(C(=O)NCc2ccc(OC)cc2)CSC1c1ccc(OC)cc1 (stereo not drawn),-1.5,-1,5,1,1,-5,-1,-2,-3
C=CCn1c(SCc2ccc(C(=O)Nc3nccs3)cc2)nnc1-c1ccc(C)c(Cl)c1,2.8,1,-17,9,-18,-16,27*,-16,20
Cc1ccc(S(=O)(=O)NN2C(=O)c3ccccc3NC2c2ccco2)cc1 (stereo not drawn),-1.7,-2,-13,0,10,-2,10,3,1
CCOC(=O)C1CCN(C(=O)CCCn2nc(C)c3c(C)n(-c4ccc(C)cc4)nc3c2=O)CC1,13,-5,-14,0,12,1,0,-2,0
CCCCn1c(N)c(N(CCOC)C(=O)CSc2ccc([N+](=O)[O-])cc2)c(=O)[nH]c1=O,0.5,2,-3,0,-6,0,8,-2,-2
Cc1ccc(C(=O)Nc2ccc3ccccc3n2)cc1,-0.3,-3,-6,0,6,-4,16,-5,4
CN(CC(=O)NCCc1ccccn1)S(=O)(=O)c1ccc(Cl)cc1,-1.2,-3,1,2,8,-4,13,12,-10
C=CCNC(=S)Nc1sc2c(c1C(=O)OCC)CC(C)(CC)OC2 (stereo not drawn),-0.3,-5,-14,-1,0,-10,10,-7,3
O=C(NC(=S)N1CCCc2ccccc21)c1ccco1,-1.0,-4,-4,2,3,-9,6,2,-6
CC1=C(C(=O)OC2CCCCC2)C(c2cccnc2)n2ncnc2N1 (stereo not drawn),-0.1,2,-6,1,2,3,-5,1,4
CC1(C)Cc2nc(-c3ccccc3)n3cnnc3c2CO1,0.2,2,-7,1,-2,4,-2,-1,7
CCOC(=O)CSc1nnc(NC(=O)c2ccc3c(c2)OCO3)s1,-1.8,-3,-11,1,-3,-5,5,-1,3
O=C(COC(=O)/C=C/c1cccc(F)c1)Nc1ccccc1,5.6,0,2,5,6,3,-15,2,-23
COc1ccc(-c2[nH]ncc2CN2CCN(Cc3cccs3)CC2)cc1F,3.9,-9,-12,4,-2,3,-15,-12,-13
O=C(CN1C(=O)COc2ccccc21)NCCN1CCC(Cc2ccccc2)CC1,-0.2,-5,2,15,-20,-16,10,-30,28*
O=C(N/C(=C/c1cccc([N+](=O)[O-])c1)C(=O)N1CCCCCC1)c1cccs1,-0.5,0,-19,1,11,0,-2,8,-6
CC(=O)C1=C(O)C(=O)N(CCN2CCOCC2)C1c1ccc(N(C)C)cc1 (stereo not drawn),2.6,-2,-30,0,0,2,6,3,0
CCOC(=O)NC(N(O)c1cccc(Cl)c1)C(Cl)(Cl)Cl (stereo not drawn),-1.4,-6,-8,4,5,-3,12,3,-2
CC(=O)c1ccc(NC(=O)C2=CC(c3ccco3)=NS(=O)(=O)N2C)cc1,-0.8,6,3,8,4,-5,-2,-4,-9
c1cc(-c2nnc3sc(C4CCCCC4)nn23)ccn1,0.3,1,-4,0,10,0,-1,5,-9

# Compound activity as filed in PubChem.
